# Akt phos inh: HTS Assay for Inhibitors of Akt Phophorylation: Primary Screen; Neuro2A IGF-stimulated pAkt S473 HTRF, 20 min; stronger effect = lower value; activity change, % for hits at 50 µM; actives 0.32% (n = 360,000); in the data active = activity change below about -80%; inconclusive = mostly about -51% to -80%; note: % is set by controls: 0 for no effect and ±100 for the full control effect
#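 Neuro2A cells in DMEM with 0.5% FBS, overnight at 37 deg C, given compound at single 50 µM final, then IGF (6 nM final) for 20 min at 37 deg C. Lysed; phospho-Akt Ser473 by HTRF after 24 h, 665/615 ratio.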
# MmCpn inh: Inhibitors of TCP-1 ring complex (TRiC) of Methanococcus maripaludis (MmCpn): qHTS; Chaperonin Mm-Cpn (Methanococcus maripaludis); purified Mm-Cpn ATPase, ADP Transcreener TR-FRET; Potency, µM (doses to about 76.9 µM), for the others: at the highest dose activity, negative = inhibition, most hits filed as inhibitors; actives 0.031% (n = 330,000); note: potency is the fitted concentration of half-maximal effect; % is set by controls: 0 for no effect and ±100 for the full control effect; nearly all actives have a fitted effect of over 80% in size
#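 Purified archaeal chaperonin (25 nM final) was preincubated with compound for 10 min at 37°C, then ATP (10 uM final) was added for 30 min at 37°C in Tris pH 7.4/KCl/MgCl2/DTT buffer. ADP was quantified by HTRF Transcreener TR-FRET.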
# CCT modulator: High-Throughput Screening for Modulators of Cytosolic Chaperonin Activity; purified chaperonin ATPase assay, HTRF ADP detection, 30 min; activity change, % (test concentration not listed), hits read low; actives 0.3% (n = 360,000); in the data active = activity change below about -30%; note: % is set by controls: 0 for no effect and ±100 for the full control effect
#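 Enzyme 40 or 20 nM (batch-dependent) in Tris pH 7.4/KCl/MgCl2/DTT; cpd 76 uM single point; ATP 10 uM; 30 min 37 °C; Transcreener ADP HTRF detection, 30 min RT; ratio 665/615.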
# DRD3 antagonist: qHTS of D3 Dopamine Receptor Antagonist: qHTS; actives 2.5% (n = 360,000); D(3) dopamine receptor (Homo sapiens), P35462; D3R cells, DiscoveRx beta-arrestin luminescence, antagonist mode; stronger effect = lower value; max response, negative = inhibition, %; in the data active = max response below about -50%; inconclusive = no clear call, values can overlap the other calls; note: % is set by controls: 0 for no effect and ±100 for the full control effect; mostly tested at two doses, the higher about 12 µM
# Target sequence (P35462 whole entry, looked up): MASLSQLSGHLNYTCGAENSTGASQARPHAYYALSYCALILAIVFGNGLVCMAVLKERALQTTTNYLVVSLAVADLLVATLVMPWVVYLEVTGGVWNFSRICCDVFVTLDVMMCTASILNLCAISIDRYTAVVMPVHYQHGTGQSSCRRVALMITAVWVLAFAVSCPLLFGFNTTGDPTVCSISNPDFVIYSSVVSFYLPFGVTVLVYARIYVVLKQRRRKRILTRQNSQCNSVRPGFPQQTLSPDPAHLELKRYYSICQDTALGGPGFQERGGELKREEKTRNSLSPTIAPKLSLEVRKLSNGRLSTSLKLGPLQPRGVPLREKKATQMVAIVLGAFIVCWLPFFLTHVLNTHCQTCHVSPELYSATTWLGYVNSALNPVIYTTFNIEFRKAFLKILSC
#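 Cells expressing the human receptor were seeded at 1500 cells/well, incubated overnight at 37 degrees C in 5% CO2, then exposed to library compounds with dopamine controls for 90 minutes at 37 degrees C before luminescent detection.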
# DRD3 agonist: qHTS of D3 Dopamine Receptor Agonist: qHTS | D(3) dopamine receptor (Homo sapiens), P35462 | actives 0.58% (n = 410,000) | max activation, % | D3R DiscoveRx beta-arrestin cells, luminescence, 90 min; in the data active = max activation above about 30%; note: 0% is about no effect; mostly tested at two doses, the higher about 12 µM
#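 Cells at 1500/well, incubated overnight, then treated with pinned compounds (dopamine as control) for 90 min at 37 degrees C. DiscoveRx reagent added for 30 - 60 minutes at room temperature; luminescence read.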
# PTHR1 agonist: qHTS for PTHR1 Agonists: Primary Screen. Parathyroid hormone/parathyroid hormone-related peptide receptor (Homo sapiens), Q03431. HEK293 GP2 PTHR1 cells, GloSensor cAMP luminescence, 1 h. Potency, µM (highest dose often 115 µM), for inactives: at the highest dose activation, usual class: activators. actives 0.075% (n = 410,000); note: potency is the fitted concentration of half-maximal effect; nearly all actives have a fitted effect of over 55% in size; some results filed as inactive show a strong effect at the top dose; inactives centre near -15; many of its hits are not listed in these tables
# Target sequence (Q03431 whole entry, looked up): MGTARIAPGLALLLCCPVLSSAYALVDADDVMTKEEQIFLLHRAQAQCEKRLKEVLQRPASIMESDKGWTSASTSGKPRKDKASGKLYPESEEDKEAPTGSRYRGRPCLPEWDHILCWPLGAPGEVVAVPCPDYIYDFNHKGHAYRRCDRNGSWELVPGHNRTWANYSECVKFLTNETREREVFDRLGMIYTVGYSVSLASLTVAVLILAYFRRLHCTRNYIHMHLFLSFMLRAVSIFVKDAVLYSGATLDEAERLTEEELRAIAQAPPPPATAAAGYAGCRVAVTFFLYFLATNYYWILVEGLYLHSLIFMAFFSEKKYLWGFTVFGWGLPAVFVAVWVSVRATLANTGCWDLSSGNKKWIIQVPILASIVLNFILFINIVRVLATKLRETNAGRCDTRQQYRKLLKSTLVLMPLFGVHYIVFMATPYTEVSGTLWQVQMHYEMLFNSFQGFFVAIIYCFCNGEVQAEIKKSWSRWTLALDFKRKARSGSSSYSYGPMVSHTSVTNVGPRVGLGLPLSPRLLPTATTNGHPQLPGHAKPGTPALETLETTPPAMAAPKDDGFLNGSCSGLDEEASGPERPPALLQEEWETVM
#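 HEK-293-derived GP2 cells expressing PTHR1 and a GloSensor cAMP reporter, 3,000/well, plated overnight, given luciferin plus IBMX (each 0.5 mM as added) for 1 h at 37 °C, then compound for 1 h at 37 °C. Luminescence was read after 15 min at room temperature.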
# EPAC2 antag: qHTS for Antagonist of cAMP-regulated guanine nucleotide exchange factor 2 (EPAC2): primary screen; Rap guanine nucleotide exchange factor 4 (Homo sapiens), Q8WZA2; EPAC2 GEF exchange of Rap1B-BODIPY-GDP, fluorescence; Potency, µM (highest dose often 114 µM), for inactives: at the highest dose activity, negative = inhibition, actives largely listed as inhibitors; actives 0.18% (n = 360,000); AID 720708, 2013; note: potency is the fitted concentration of half-maximal effect; % is set by controls: 0 for no effect and ±100 for the full control effect; nearly all actives have a fitted effect of over 45% in size; many of its hits are not listed in these tables
# EPAC2 ag: qHTS for Agonist of cAMP-regulated guanine nucleotide exchange factor 4 (EPAC2): primary screen | Rap guanine nucleotide exchange factor 4 (Homo sapiens), Q8WZA2 | EPAC2 activation, biochemical qHTS; response scale: 100% = 6.5 mM cAMP response | Potency, µM (titrated, usually from 154 µM), for the others: at the highest dose activation, most hits filed as activators | actives 0.079% (n = 360,000); note: potency is the fitted concentration of half-maximal effect; nearly all actives have a fitted effect of over 50% in size
#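 Fluorescence exchange assay: 100 nM EPAC2 with 250 nM RAP1B-BODIPY-GDP and 50 uM GDP; compounds tested as a concentration-titration series (qHTS). Loss of Rap1-bound BODIPY-GDP fluorescence read at 480/540 nm; data normalized to 6.5 mM cAMP.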
# * marks the source's active call; other numbers are inactive results; i = inactive; u = inconclusive; x = no result given; [ ] = dose if it differs, or a comment. Unless noted, calls come from the whole dose curve; as a rule, active = well fitted curve in the direction sought with a large enough effect; inconclusive = small, poorly fitted or top-dose-only effect, or another doubt; inactive = no such curve, though single readings can be large; an effect the other way counts as inactive or inconclusive.
SMILES,Akt phos inh,MmCpn inh,CCT modulator,DRD3 antagonist,DRD3 agonist,PTHR1 agonist,EPAC2 antag,EPAC2 ag
CC(C)(C)c1ccc(CSc2ccc(S(=O)(=O)N3CCOCC3)cn2)cc1,i,-2%,0.1,14,-2,-63%[inhibitor],-11%,2%
Cc1ccc(CCNS(=O)(=O)c2ccc3c(c2)C(C)(C)C(=O)N3C)cc1,i,-2%,-0.2,-4,-8,-78%,-7%,-4%
O=C(Nc1cc(S(=O)(=O)N2CCCCCC2)ccc1OCC(F)(F)F)c1cnccn1,i,-8%,-2.4,14,2,i,-3%,3%
COc1cc(CNc2ccc(S(N)(=O)=O)cc2)ccc1OCC(=O)NC1CCCCC1,i,-1%,-0.4,-8,7,i,-12%,6%
Cc1ccccc1N1C(=O)C(Cl)=C(N2CCN(c3ccccc3)CC2)C1=O,i,-3%,-4.5,9,2,-10%[57.5 µM],-1%,7%
O=C(Nc1ccc(O)cc1)/C(=C\c1cccs1)NC(=O)c1ccccc1,i,1%,-0.7,17,4,i,-3%,10%
C#CCNC(=O)C1=C[C@H](c2coc3ccccc3c2=O)C[C@H](OCCCCO)O1,i,x,-0.1,30,4,i,15%,3%
Cc1cccc(OCC(=O)Nc2ccc(S(=O)(=O)Nc3cc(C)nc(C)n3)cc2)c1,i,1%,1.7,6,2,-3%,-3%,0%
CC(C)CCN1CC(O)=C(c2nc3ccccc3[nH]2)C1=N,x,-2%,-18,31,-4,-1%[57.5 µM],5%,-8%
Nc1c(/C=C2/C=CC(=O)C(O)=C2)c(=O)nc2sc(CC(=O)N3CCCC3)nn12,i,-3%,-2.8,1,3,i,5%,13%
CCOc1ccc(NC(=O)CC(C)S(=O)(=O)c2ccc3c(c2)NC(=O)CO3)cc1 (configuration not stated),i,-2%,0.7,-8,2,-7%,-1%,3%
CCn1c(SCC(=O)N/N=C/c2cc(OC)c(O)c(OC)c2)nc2ccccc21,i,1%,-2.0,11,5,i,11%,0%
COC(=O)[C@@H]1[C@@H](C)N(Cc2ccccc2)C(=O)N[C@H]1c1ccccc1,i,x,1.9,19,10,i,0%,0%
Cc1cc(C)n2nc(C(=O)OCCOc3ccc(Br)cc3)nc2n1,i,2%,-1.8,-10,-1,-3%[57.5 µM],-8%,8%
CCC(C)[C@H](NC(=O)N1CCN(C)CC1)C(=O)OC (some centres not stated),i,1%,1.3,-1,-1,i,14%,-1%
C/C=C(\C)CN1CCC(Oc2cccc(C(=O)NCc3ccccn3)c2)CC1,i,1%,0.1,3,-23,-2%,-3%,10%
COc1ccccc1NC(=O)C(=O)N/N=C(\C)CC(=O)Nc1ccccc1C(F)(F)F,i,-2%,0.7,-13,-6,i,6%,-6%
CC(=O)NCCOc1nc(N2CCCCC2)nc(N2CCCCC2)n1,i,-1%,-4.1,-6,-7,i,0%,3%
COc1ccc(OCC(=O)NNC(=O)c2ccccn2)cc1,i,1%,-1.2,-82*,-9,i,-3%,3%
CCn1ccc(C(=O)NC2=NCCS2)n1,i,2%,0.9,10,0,i,22%,0%
O=C(/C=C/c1ccccc1F)c1cccc([N+](=O)[O-])c1,i,-7%,0.3,-20,1,-28%,25%,13%
Cc1ccc(S(=O)(=O)N2CCOC2CNC(=O)C(=O)NCc2cccnc2)cc1 (configuration not stated),i,0%,-2.2,4,1,i,-1%,5%
COc1ccc(OC)c(NC(=O)C(=O)NNC(=O)c2cccs2)c1,i,-1%,-2.9,u,-1,i,0%,-1%
Cc1ccc(C2C3=C(CC(C)(C)CC3=O)Nc3n[nH]c(C)c32)cc1 (configuration not stated),i,1%,-2.1,-23,0,-11%[57.5 µM],2%,12%
CCOc1ncccc1C(=O)OCC(=O)c1cc(OC)c(OC)c(OC)c1,i,-1%,-0.1,2,20,i,-6%,-4%
CN(C)/C=C/c1c([N+](=O)[O-])c2ccc(O)cc2n1-c1ccccc1,i,-2%,-1.1,u,-13,-9%,-23%,13%
Cn1c(NC(=O)c2ccccc2Br)cc(=O)n(C)c1=O,i,2%,-0.7,-23,-4,-18%,17%,9%
CC(C)OC(=O)C(C(=O)C(F)(F)F)c1cc(NS(=O)(=O)c2ccc3ccccc3c2)c2ccccc2c1O (configuration not stated),i,-27%,-5.1,0,-20,-22%,u,-7%
COc1cc2c(cc1NC(=S)NC(=O)c1c(OC)cccc1OC)oc1ccccc12,i,-20%,1.5,6,2,i,-10%,-2%
Cc1ccc(-c2nc3ccccn3c2NC(=O)c2ccco2)cc1,i,0%,-2.6,-2,-5,-14%[57.5 µM],-1%,15%
CCOC(=O)C1CCN(C(=O)Cn2nc(C)n3nc(-c4ccc(CC)cc4)cc3c2=O)CC1,i,0%,0.2,18,0,-9%,-20%,-21%
Cc1nc2c3cnn(-c4ccc(C)c(C)c4)c3ncn2n1,i,0%,-4.6,-10,2,-5%[57.5 µM],-1%,2%
Clc1cc(Cl)c(Cl)c(Cl)c1Cl,i,-6%,-0.4,36,24,16%,-8%,2%
COC(=O)c1ccc(NC(=O)CN2CCN(c3cccc(Cl)c3)CC2)cc1,i,0%,-4.5,-15,-20,i,-13%,18%
O=C(N/N=C/c1c[nH]c2ccccc12)c1ccc2c(c1)OCCO2,i,0%,-2.5,-12,3,-28%,-5%,9%
COCCc1ncc(CN2CCCCC2C(=O)Nc2ccc(Oc3ccccc3)nc2)cn1 (configuration not stated),i,-1%,-3.2,-2,-4,-8%,0%,12%
Cc1cccnc1NC(=O)c1ccco1,i,0%,-3.8,-8,-1,-16%,6%,13%
CCCCCOc1ccccc1C(=O)NCCCCCC(=O)O,i,0%,-1.5,2,2,i,-7%,1%
COc1ccccc1Cc1c(-c2ccc(F)cc2)nc2c(C)cc(Br)cn12,i,x,-3.1,2,4,i,2%,9%
O=C(Cn1ccnc1)c1ccc(Cl)cc1,i,2%,1.4,-8,-5,-20%,-4%,2%
CC(=O)Nc1cccc(-c2cc(NC(C)=O)c3ncc(-c4cccc(C(C)=O)c4)n3c2)c1,i,x,-1.2,13,17,-14%,4%,5%
COc1ccccc1NCC(=O)N/N=C/c1c(O)ccc2ccccc12,i,4%,-1.0,4,8,i,-10%,6%
CCCCN(C=O)c1c(CC)nc2ccc(C(=O)NCCCn3ccnc3)cn12,i,x,1.1,3,0,i,0%,11%
COCc1[nH]nc2c1C(c1ccc(F)cc1F)C(C#N)=C(N)O2 (configuration not stated),i,-1%,-3.6,7,-1,i,2%,3%
COc1cc(OC)c(C(=O)NCc2cccnc2)cc1OC,i,1%,-0.7,2,0,-14%,3%,3%
CC(/C=N\NC(=O)CN1CCN(S(=O)(=O)c2ccc(C)cc2)CC1)=C\c1ccccc1,i,-3%,-19,0,1,-27%,-12%,-3%
COCCNC(=S)N/N=C(\C)c1cccc(OC)c1,i,1%,0.3,9,-3,i,2%,9%
O=C(O)CSc1nnc(-c2cccc(S(=O)(=O)N3CCOCC3)c2)n1-c1cccc(Cl)c1,i,0%,1.2,-7,3,-22%,-1%,8%
COc1ccc(OC)c(/C=C/C(=O)OCC(=O)NCc2cccs2)c1,i,-13%,-1.7,-9,5,i,-2%,0%
Fc1ccc(OCc2nc(-c3ccc(Br)o3)no2)c(F)c1,i,-1%,0.9,2,-5,-46%[inhibitor],-26%,15%
O=C1/C(=C\c2ccccc2Cl)SC(=S)N1CCC(=O)N1CCCc2ccccc21,i,0%,1.2,22,3,-23%,9%,0%
COC(=O)C1=C(C)N(C)C(=O)/C1=C\c1ccco1,i,3%,-2.3,u,1,0%,4%,-4%
CC1CN(c2ccccc2)CCN1C(=O)c1cc(COc2c(F)cccc2F)on1 (configuration not stated),i,-2%,-1.8,4,24,-5%,-7%,11%
CCOC(=O)c1ccc(NC(=O)COc2ccc(S(=O)(=O)NC(C)C)cc2)cc1,i,-2%,0.2,17,1,-18%,7%,-3%
O=C1/C(=C/c2ccc3c(c2)OCO3)CCC/C1=C\c1ccc2c(c1)OCO2,i,0%,0.3,1,-5,i,-2%,18%
O=C(NCCNC(=O)c1ccccn1)c1ccc(-c2ccccc2)cc1,i,-2%,0.0,13,-14,-4%,6%,3%
COc1cc(-n2c(-c3ccccc3)n[nH]c2=S)c(OC)cc1Cl,i,-10%,0.7,-21,0,i,-7%,5%
CCOC(=O)C1CCN(C(=O)CCS(=O)(=O)c2ccc3c(c2)n(C)c(=O)c(=O)n3C)CC1,i,-1%,-0.3,3,6,-20%,-4%,3%
CCc1nnc(NC(=O)c2ccc(COc3cccc(C)c3)o2)s1,i,0%,-0.2,3,-2,-15%,18%,7%
COCCN(CCOC)Cc1cc(=O)oc2cc(C)c(C)cc12,i,x,-0.3,3,3,i,u,9%
COc1ccc(/C=C2\C(=O)N(Cc3ccc(F)cc3)CC(=O)N2Cc2ccccc2)cc1,x,0%,-1.9,25,-6,0%[57.5 µM],-16%,-82%[inhibitor][15.6 µM]
C[C@@H]1CN([C@@H](C)CO)S(=O)(=O)c2ccc(Br)cc2O[C@H]1CN(C)C(=O)c1ccncc1,i,x,-1.1,-23,-2,i,6%,-11%
CCOc1ccc(N2CC(C(=O)Nc3ncccc3C)CC2=O)cc1 (configuration not stated),i,-3%,-2.3,13,5,-10%,11%,2%

# 2 entries drawn at random from the list so far:
SMILES,Akt phos inh,MmCpn inh,CCT modulator,DRD3 antagonist,DRD3 agonist,PTHR1 agonist,EPAC2 antag,EPAC2 ag
CCOc1ccc(N2CC(C(=O)Nc3ncccc3C)CC2=O)cc1 (configuration not stated),i,-3%,-2.3,13,5,-10%,11%,2%
COCCN(CCOC)Cc1cc(=O)oc2cc(C)c(C)cc12,i,x,-0.3,3,3,i,u,9%

# Compound activity (PubChem)

# These rows are one share of the data; rates above refer to the full screens.
